Bioassay records as filed in PubChem.
Pf Dd2 inh: blocks in vitro growth of P. falciparum Dd2; P. falciparum Dd2 growth, SYBR Green, 72 h; Potency, µM (highest dose often 28.9 µM), for inactives: at the top dose activity, negative = inhibition, usual class: inhibitors; 120,000 compounds, 4.3% hits; AID 1347417; active = well fitted inhibition curve with a large enough effect; inconclusive = small, poorly fitted or top-dose-only effect; inactive = no such curve, though single readings can be large or run the other way;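 also: plate controls were DMSO vehicle for no effect and reference drug for full effect; nearly all actives have a fitted effect of over 65% in size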
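Readout: SYBR Green fluorescence, 485 nm excitation, 535 nm emission, after ~16 h lysis at 37C. Before that, Dd2-infected red cells (2.5% hematocrit) grew 72 h with compound, 29 uM top final concentration.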
The depositor's hits bear a star; i = inactive; ? = inconclusive; [ ] = another dose, or the depositor's remark. Potency is read from the fitted curve at half-maximal effect. Some of the compounds tested; the hit share may differ from the screen's.

Compound,Pf Dd2 inh
Cc1ccc2c(c1)NC(=O)c1cccnc1O2,20%
O=C1Cc2c(-c3cccc(CO)c3)n[nH]c2CN1Cc1ccccc1F,i
CCOC(=O)C1=CN(CC(=O)Nc2c(C)cccc2CC)S(=O)(=O)N=C1C,i
N=c1c(C(=O)NCC2CCCO2)cc2c(=O)n3ccccc3nc2n1CCCO (stereo not drawn),-2%
O=C(NCc1ccco1)[C@@H]1Cc2nc[nH]c2CN1Cc1cc2ccccc2o1,-26%[44.1 µM]
O=C(CCSCc1ccc(Cl)cc1)NCCc1ccccc1,19%
COc1ccc(OC)c(NC(=O)c2nnn(CC(=O)Nc3ccc(C(C)C)cc3)c2N)c1,1%
COc1ccc(C2=NOC3(CCN(C(=O)c4ccc(C(F)(F)F)cc4)C3)C2)cc1 (stereo not drawn),i
Cc1ccc(-n2nc(CO)c(C(=O)NCCO)n2)cc1,48%[activator]
Cc1ccc(-c2nnc3ccc(NCc4cccs4)nn23)nc1,i
CCCNC(=O)N1CC(Oc2ccc(-c3nc(-c4ccccc4)no3)cc2)C1,i[5.79 µM]
COC(=O)CSc1nc2sc3c(c2c(=O)n1-c1ccccc1C)CC(C)(C)OC3,35%

Compound,Pf Dd2 inh
CN(Cc1cnn(-c2ccccc2)c1)Cc1cc2ccccc2[nH]c1=O,?
Cc1ccc(C2CCN(C(=O)c3cnn(-c4cccc(Cl)c4)c3C3CCN(C(=O)OC(C)(C)C)CC3)C2)cc1 (stereo not drawn),4.5µM*
O=C1N(Cc2ccccc2)c2ccc(Cl)cc2C1(O)c1c[nH]c2ccccc12 (stereo not drawn),?
CCOc1ccc(-n2cc(-c3ccccc3)c3c(N4CCN(c5ccccc5OC)CC4)ncnc32)cc1,?
CCOC(=O)C1CCCN(C(=O)C2CC(c3ccc(CC)cc3)CN(C(C)=O)C2)C1 (stereo not drawn),-7%
Cc1ccsc1-c1nc(CN(C)Cc2noc(C(C)C)n2)c(C)o1,-5%
COc1cccc(NC(=O)c2ccc(-c3nc(COc4ccc(C)cc4)c(C)o3)cc2)c1,-18%
Cc1ccc(F)cc1CN1CCOc2cc([S+](N)(=O)[O-])ccc2C1,-21%[44.1 µM]
CN(C)C(=O)C1CN(C(=O)NCc2ccc(F)cc2)CC12CCOCC2 (stereo not drawn),24%
O=C(COc1ccc(Cl)cc1)N1CCN(c2ccccc2)C(=O)C1,-19%
O=C1CCN(C(=O)c2cccs2)CCCC(CO)CCN1 (stereo not drawn),-10%
CN(C)C(=O)c1ccc(-c2cccc(-c3ccn(CC4CC4)n3)c2)o1,-23%

Compound,Pf Dd2 inh
Cc1ccc(NC(=O)Cc2coc3c(C)c(C)ccc23)c(C)c1,-4%
O=C(Cn1cnc2onc(-c3ccc(F)cc3)c2c1=O)N1CCN(c2ccccc2F)CC1,-9%
O=C(NC1C[C@H]2CC[C@@H](C1)N2C(=O)Cc1ccccc1Cl)c1ccncc1 (stereo partly drawn),i
Cc1ccnn1CCC(=O)Nc1nn(C)c2cccc(N3CCOCC3)c12,8%
CN(Cc1ccccc1)C(=O)Cn1c2c(c(=O)n1Cc1ccccc1)CCN(Cc1ccccc1)C2,7%
O=C(Cc1cccc(F)c1)NCC(=O)N1CCCCCCNC(=O)CC1c1ccccc1 (stereo not drawn),?
CCOC(=O)C1CCN(C(=O)C2COC3(CCC(C)CC3)N2C(=O)c2ccccc2F)CC1 (stereo not drawn),?
Cc1ccc(OCC(=O)N(Cc2ccc(Cl)cc2)CC2CCCO2)cc1C (stereo not drawn),-7%
COc1ccc(CCNC(=O)Cn2c(-c3ccc(F)cc3)cc(C(C)=O)c2C)cc1OC,20%
COc1ccc(S(=O)(=O)Nc2ccc3n(c2=O)C[C@H]2C[C@@H]3CN(C(=O)c3ccccn3)C2)cc1,7%
C=CCC1(C(=O)O)CCCN(C(=O)Cc2c[nH]c(=O)n(C)c2=O)C1 (stereo not drawn),-7%
CCN(CC)Cc1cnc2c(C(=O)N(CC)CC)cnn2c1,22%

Compound,Pf Dd2 inh
CCCCNC(=O)CCc1cc2cc(OC)ccc2[nH]c1=O,4%
Cc1cc(=O)n(CC(=O)Nc2cccc(C(F)(F)F)c2)c(N2CCN(c3ccccc3)CC2)n1,?
O=C1C(N2CCN(S(=O)(=O)c3ccc(Cl)s3)CC2)CCN1Cc1cccnc1 (stereo not drawn),-7%
COc1ncccc1C(=O)N1Cc2cnn(Cc3ccc(F)cc3)c2C1,-17%
COc1ccc(C(=O)NCCn2ccn3nc(-c4ccc(C)cc4C)cc3c2=O)cc1F,-16%
O=C(NCc1nnc2n1C(C(=O)N1CCN(c3ncccn3)CC1)CC2)c1cccnc1 (stereo not drawn),17%
COc1ccc(CCNc2nc(SCc3ccc(Cl)cc3)nc3ccccc23)cc1OC,-17%
Cc1ccc(-c2cc(N3CCCN(C(=O)Cc4ccc(F)cc4)CC3)n[nH]2)cc1C,i
CCCCn1cc(S(=O)(=O)c2ccc(C)cc2)c(=O)c2cc(F)c(N3CCCCC3)cc21,-7%
CC(CNC(=O)c1ccc2nc(Cc3ccccc3)oc2c1)c1ccccc1 (stereo not drawn),?
O=C(Cc1ccc(F)cc1)NCCc1csc2nc(-c3ccc(Cl)cc3)nn12,14%
CC1Oc2ccc(NC(=O)c3ccccc3F)cc2CN(CCOc2ccccc2)C1=O (stereo not drawn),?

Compound,Pf Dd2 inh
CCCCNC(=O)[C@@H]1CCCC[C@@H]1C(=O)NCc1c(C)nn(CC)c1C,-10%
CCCCc1ccc(NC(=O)c2ccc3c(c2)CCN3S(=O)(=O)CC)cc1,?
Cc1ccc(NC(=O)CSCc2cc(=O)c3ccccc3[nH]2)c(C)c1,-28%
CCOC(=O)C1(Cc2ccccc2F)CCCN(C(=O)c2c(C)nc3sccn23)C1 (stereo not drawn),-27%
CC(=O)N1CCN(C(=O)[C@@]23CCCC[C@H]2N(CCC(C)C)C(=O)CC3)CC1,?
COc1ccc(NC(=O)c2cc(=O)c3cc(C)cc(C)c3o2)cc1,90%[activator]
O=C1NC2(Cc3ccccc31)CN(C(=O)c1ccccc1Cl)C2,17%
CC(=O)N1CC2(CCN(C(=O)c3ccc(Cl)cc3)CC2)Cc2ccccc21,3%
O=C(NCCN1CCOCC1)c1ccc(-c2ccc(N3CCCCC3)nc2)cc1,i
COc1ccc(-c2noc(CN3CCCC(C(=O)c4cccnc4)C3)n2)c(OC)c1OC (stereo not drawn),?
CCC(=O)N1CCC(Cc2ncc(C)n2CCOC)C1 (stereo not drawn),24%
Fc1ccc(CNC[C@H]2Cn3c(-c4ccc(F)cc4)cnc3CO2)cc1,-15%[44.1 µM]

Compound,Pf Dd2 inh
COc1ccc(Cl)cc1NC(=O)CCn1nc(C)cc1C,12%
O=C(CN1CCCCCCC1)N1CCn2cncc2C1,-4%
Cc1cnc(C)c(N2CCC(C(=O)O)(n3ccc(-c4ccco4)n3)CC2)n1,-12%
COc1ccc(C(=O)N2CCN3C(=O)c4cc(-c5ccc(Cl)cc5)ccc4NC(=O)[C@@H]3C2)cc1,6.3µM*
COc1ccc(CN2CC3(CCN(C(=O)c4ccc(F)c(Cl)c4)CC3)C2=O)cc1,-25%
O=C(CN1C(=O)CNC1=O)NCCc1noc(-c2ccccc2)n1,-5%
COc1ccc(C(=O)N2CCCC(n3cc(-c4nc(C5CC5)no4)nn3)C2)cc1 (stereo not drawn),-6%
O=C1NC(NS(=O)(=O)c2ccccc2)(C(F)(F)F)C(=O)N1CCc1ccccc1 (stereo not drawn),24%
Cn1cc(CC(=O)N2CCCc3ncc(C(=O)NCc4ccc(F)cc4)cc32)c2ccccc21,i
O=C(NCc1ccc(-c2cnc3c(Oc4ccccc4)nccn23)cc1)c1cccc(O)c1,?
Cn1nc(C2CCCC2)cc1[C@H]1CN2CC[C@H]1C[C@@H]2CNC(=O)c1ccc2c(c1)OCO2,?
O=C(c1ccccc1)N1CCCN(Cc2ccc3c(c2)OCO3)c2ccccc21,?

Compound,Pf Dd2 inh
C[C@]1(CO)C2CC[C@@H](O)[C@@H](CC(=O)N3CCC[C@H]3CO)[C@]2(C)CC[C@H]1OC(=O)Nc1cccc(C(F)(F)F)c1 (stereo partly drawn),?
COc1ccc(C(=O)N2CC3(Cc4ccccc4N([S+](C)(=O)[O-])C3)C2)cc1,?
CNC(=O)c1ccc(Cl)c(NC(=O)N[C@H]2CN(C(C)C)C[C@@H]2OC)c1,-18%
CC(=O)N1CC[C@H](c2nc3cc(C)ccc3o2)C1,-2%[44.1 µM]
COc1ccc(Nc2ncnc3c2cnn3-c2ccc(C)cc2C)cc1,-19%
Cc1cc(C)c(NC(=O)CSC2=Nc3ccccc3C3=NC(CC(=O)NCc4cccs4)C(=O)N23)c(C)c1 (stereo not drawn),13µM*
CN1c2cc(C(=O)Nc3cccc(C(F)(F)F)c3)ccc2C(=O)N2CCCC21 (stereo not drawn),?
CSCCC(=O)N1CCc2[nH]nc(-c3ccc(C(F)(F)F)cc3)c2C1,i
CNC(=O)[C@@H]1CN(C(=O)c2ccc(C)cc2C)C[C@H]1COC,25%
Cc1noc(C2CC3(CCN(C(=O)CCc4ccccc4)CC3)CN2C)n1 (stereo not drawn),?
Cc1cccc(CN2CCCC3(Cc4ccccc4CNC3=O)C2)n1 (stereo not drawn),?
CCOc1ccc(CC(=O)N2CCC(C3CCNC3)CC2)cc1OCC (stereo not drawn),5%

Compound,Pf Dd2 inh
CC(C)C[C@@H]1N[C@H](C(=O)N2CCOCC2)Cc2cn(Cc3nccn3C)c3cccc1c23,11µM*
COc1ccc(-c2cn(C)c(=O)n3cc(CN4CC[S+](=O)([O-])CC4)nc23)cc1OC,i
Cc1ccc(-c2onc(C)c2C)cc1S(=O)(=O)N1CCc2ccccc21,?
CCc1cccc(NC(=O)CCS(=O)(=O)c2ccc3nc(C)sc3c2)c1,-24%
CC(=O)c1[nH]c(C)c(C(=O)NCCc2ccc(C)cc2)c1C,35%[activator]
O=C([C@@H]1C[C@H](Oc2cccnc2)CN1C(=O)Cn1c(=O)oc2ccccc21)N1CCCC1,?
Cc1ccc(CN2CCC3(CC2)OC(=O)N(Cc2ccc(O)cc2)C3(C)c2ccccc2)o1 (stereo not drawn),i
Cc1nc(-c2ccc(S(=O)(=O)N3CCN(c4cc(Cl)ccc4C)CC3)cc2)co1,32%[activator]
CCNC(=O)C1CCN(c2nnc(C)c3c(C)n(-c4ccc(OC)cc4)nc23)CC1,8.9µM*
CC(=O)N[C@@H]1C=C(C(=O)NCCC(N)=O)C[C@@H](O)[C@@H]1O,?
Fc1cc(F)cc(Cc2nc3nccc(-c4ccccc4)n3n2)c1,?
CCc1ccc(C(=O)N2CCN(c3cc(-c4ccc(OC)cc4)[nH]n3)CC2)cc1,-18%

Compound,Pf Dd2 inh
Cc1ccc(CCNC(=O)CCn2nc(-c3ccc(Cl)cc3)ccc2=O)cc1,i
N#Cc1cccc(C(=O)N2C[C@@H](Oc3cccnc3)C[C@H]2C(=O)N2CCOCC2)c1,21%
O=C(CC1CCN(C(=O)C2CCCCC2)C1)NCc1ccccc1 (stereo not drawn),-14%
Cc1ccc(NC(=O)c2nc(S(C)(=O)=O)ncc2N(Cc2ccco2)Cc2cccs2)c(C)c1,-8%
CCC(=O)N1CCN(C(=O)Cc2ccc(C)c(C)c2)[C@H]2CS(=O)(=O)C[C@H]21,-7%
CCN(CC)[C@H]1[C@@H]2OC[C@@H](O2)[C@@H](NCc2ccc(N(C)C)cc2)[C@@H]1O,i
CC1CN(C(=O)CCC(=O)Nc2cc(F)ccc2F)c2ccccc2S1 (stereo not drawn),-15%
O=C1CCN(Cc2ccncc2)CCCC(C(=O)Nc2cccc(F)c2)CCN1 (stereo not drawn),?
CCOc1ccccc1NC(=O)CCn1ccn2nc3c(c2c1=O)CCCC3,i
COc1cccc(-c2cc(C(F)(F)F)n3ncc(C(=O)OC(C)C)c3n2)c1,18%
CN1CCC2(C1)CN(CC1CC1)c1ccc(C(=O)NC3CC3)cc12 (stereo not drawn),i
Cc1nc2c(-c3ccccc3)c(C)nn2c(C)c1CCC(=O)NCCc1ccccc1,6%
O=C(NC1CCCCC1)N1C2CCC1CN(c1ccc(C(F)(F)F)cc1)C2,?
O=C(NCCn1cc(SCc2ccccc2Cl)c2ccccc21)c1cccs1,11µM*
CCNC(=O)c1ccc(CN2C(=O)NC3(CCS(=O)(=O)CC3)C2=O)cc1,-6%

Ordered by count of non-hydrogen atoms (high to low): part of the list above.
Compound,Pf Dd2 inh
Cc1ccc(NC(=O)c2nc(S(C)(=O)=O)ncc2N(Cc2ccco2)Cc2cccs2)c(C)c1,-8%
N#Cc1cccc(C(=O)N2C[C@@H](Oc3cccnc3)C[C@H]2C(=O)N2CCOCC2)c1,21%
O=C1CCN(Cc2ccncc2)CCCC(C(=O)Nc2cccc(F)c2)CCN1 (stereo not drawn),?
O=C(NCCn1cc(SCc2ccccc2Cl)c2ccccc21)c1cccs1,11µM*
O=C(NC1CCCCC1)N1C2CCC1CN(c1ccc(C(F)(F)F)cc1)C2,?
CC1CN(C(=O)CCC(=O)Nc2cc(F)ccc2F)c2ccccc2S1 (stereo not drawn),-15%
CN1CCC2(C1)CN(CC1CC1)c1ccc(C(=O)NC3CC3)cc12 (stereo not drawn),i

Laid out differently: entries from further up
O=C(NCCn1cc(SCc2ccccc2Cl)c2ccccc21)c1cccs1
  Pf Dd2 inh = 11µM*
CCNC(=O)c1ccc(CN2C(=O)NC3(CCS(=O)(=O)CC3)C2=O)cc1
  Pf Dd2 inh = -6%
